# M1 ag = agonists of human M1 muscarinic receptor; CHO-K1 hM1, Fluo-8 calcium fluorescence, agonist mode; 0% DMSO, 100% acetylcholine EC100; activation, % at 3 µM; 0.33% of 360,000 active;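 active = activation above the run's mean compound activation plus 3 SD, cut at about 16% in these data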;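 note: peak over basal fluorescence ratio within a 140 s kinetic read after compound addition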
# Target sequence (P11229 whole entry, looked up): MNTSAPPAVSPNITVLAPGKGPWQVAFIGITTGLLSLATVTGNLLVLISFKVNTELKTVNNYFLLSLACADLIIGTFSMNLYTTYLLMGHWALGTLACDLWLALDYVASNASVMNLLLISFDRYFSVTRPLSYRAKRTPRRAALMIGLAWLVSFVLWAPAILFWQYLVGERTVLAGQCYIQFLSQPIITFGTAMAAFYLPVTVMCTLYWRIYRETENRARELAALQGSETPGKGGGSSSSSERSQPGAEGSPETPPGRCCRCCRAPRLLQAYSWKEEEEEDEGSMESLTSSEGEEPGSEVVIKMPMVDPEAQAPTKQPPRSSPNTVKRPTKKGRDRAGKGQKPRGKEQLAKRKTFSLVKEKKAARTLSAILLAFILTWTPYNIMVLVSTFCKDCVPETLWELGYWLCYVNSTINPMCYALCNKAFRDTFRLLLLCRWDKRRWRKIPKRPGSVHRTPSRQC
# CHO-K1 Ca antag = counter-screen for M1 antagonists: effect in parental CHO-K1 cells; ATP-induced calcium, Fluo-8 fluorescence; inhibition, % at 3 µM; 0.6% of 360,000 active;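 active = inhibition above a per-plate cutoff, the plate's mean sample inhibition plus 3 SD, cut at about 24% in these data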;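 note: 0% = DMSO plus EC80 ATP and 100% = DMSO alone without ATP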
# TAAR1 agonist = human TAAR1 agonism; 0.99% of 360,000 active; activation, % at 3 µM; CHO RD-HGA16 TAAR1, Fluo-8 calcium fluorescence; vehicle wells 0%, saturating PEA agonist 100%; Q96RJ0; AID 624467;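 active = activation above the mean activation of all test compounds in the run plus 3 SD, cut at about 38% in these data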
#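 System: CHO RD-HGA16 cells carrying human TAAR1 plus Gα16; Incubation: 17-24 h seeding, 75 min 37 °C dye, 30 min RT; Measured by: Fluo-8 fluorescence, 5 s baseline then 140 s kinetic read; Control set: DMSO and PEA EC100; Replication: single well for each compound.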
# CHO parental Ca = counter-screen for OX1R antagonists: effect in parental CHO cells; parental CHO-K1, ATP-induced calcium, Fluo-8 fluorescence; inhibition, % at 5.6 µM; 0.63% of 330,000 active;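 active = inhibition above that plate's mean sample inhibition plus 3 SD, cut at about 26% in these data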;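 note: 0% = ATP-challenged DMSO wells and 100% = DMSO wells without ATP; some compounds past the cut are filed as inactive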
#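 Test system: untransfected parental CHO cell line; also added: ATP stimulus; dosing: 5.6 µM, single dose; signal: calcium-sensitive Fluo-8 fluorescence; measure: percent inhibition of ATP-evoked calcium rise, normalized to controls; benchmarks: low control ATP plus DMSO, high control DMSO only; replication: one well per compound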
# M1 ag parental = counter-screen for M1 agonists: effect in parental CHO-K1 cells | Fluo-8 calcium fluorescence; scaled to maximal ATP response, vehicle zero | AID 602248 | activation, % at 3 µM | 0.48% of 360,000 active; in the data active = activation above about 15%;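 note: untransfected CHO-K1 host cells lacking M1 receptor as counterscreen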
# M1 PAM parental = nonselective activator or artifact in parental CHO-K1 calcium assay; ATP EC20, Fluo-8 calcium fluorescence; 0% at ATP EC20, 100% at ATP max; activation, % at 3 µM; AID 602247; 0.02% of 360,000 active;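 active = activation above the run cutoff, the mean activation of all test compounds plus 3 SD, cut at about 40% in these data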;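 note: peak over basal fluorescence ratio in a 140 s read after ATP addition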
# V1aR counter = counter-screen for oxytocin receptor agonists: human V1a receptor agonists. P37288. CHO-V1R cells, Fluo-8 calcium fluorescence, agonist mode; 0% DMSO, 100% 3 nM vasopressin. activation, % at 3 µM. 0.25% of 320,000 active;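 active = activation above the mean activation of all tested compounds plus 3 SD, per screening run, cut at about 20% in these data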;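 note: signal is peak over basal fluorescence ratio across a 100 second FLIPR read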
# Target sequence (P37288 whole entry, looked up): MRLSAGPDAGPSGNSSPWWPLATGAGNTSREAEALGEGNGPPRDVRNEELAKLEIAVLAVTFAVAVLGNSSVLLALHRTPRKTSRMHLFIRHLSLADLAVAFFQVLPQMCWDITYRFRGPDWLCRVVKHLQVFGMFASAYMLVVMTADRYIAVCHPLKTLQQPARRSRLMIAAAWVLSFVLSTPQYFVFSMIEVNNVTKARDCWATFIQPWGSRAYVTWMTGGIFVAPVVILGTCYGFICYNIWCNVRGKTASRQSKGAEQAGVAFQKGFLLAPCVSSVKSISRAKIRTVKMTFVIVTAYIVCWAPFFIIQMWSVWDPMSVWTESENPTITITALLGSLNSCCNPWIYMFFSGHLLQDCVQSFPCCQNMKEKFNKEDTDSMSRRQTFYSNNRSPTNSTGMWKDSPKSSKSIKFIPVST
# OXTR potentiator = potentiates the human oxytocin receptor response; AID 2445; activation, % at 3 µM; CHO-OTR cells, Fluo-8 calcium fluorescence, potentiator mode; 0% = oxytocin EC15, 100% = EC100; 0.061% of 320,000 active;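 active = activation above that plate's cutoff, the mean activation of tested compounds plus 3 SD, cut at about 6.6% in these data, passing the limit was not always enough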;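 note: 100% uses oxytocin at 75 nM as the full agonist control; some results filed as inactive read as strong as hits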
#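 Measured by – Fluo-8 calcium dye fluorescence · Test system – human OTR in CHO cells · Dosing – one concentration, 3.0 µM compound · Controls – EC15 oxytocin alone as 0%, 75 nM oxytocin as 100% · Evaluation – normalized max/min fluorescence ratio, % activation · Timing – 6 min pre-incubation, 100 s read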
# TAAR1 antagonist = human TAAR1 antagonism | Q96RJ0 | CHO RD-HGA16 TAAR1, Fluo-8 calcium fluorescence, antagonist | inhibition, % at 3 µM | 1.5% of 360,000 active;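 active = inhibition above a per-plate cutoff, the mean inhibition of test compounds on that plate plus 3 SD, cut at about 49% in these data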;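 note: 0% = DMSO plus EC80 beta-PEA response and 100% = DMSO alone without agonist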
#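 Test system: RD-HGA16 CHO cells with stable hTAAR1 and Gα16 / Probe or stimulus: EC80 β-phenethylamine stimulus / Times: seeding 17-24 h prior, 75-min 37 °C, 30-min RT dye loading / Detection: Fluo-8 calcium-sensitive fluorescence / Read-out basis: % inhibition scaled between DMSO and EC80 PEA controls / Repeats: singlicate, one well per test compound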
# Starred values were filed as active, the others as inactive; / = not tested or not shown. This is a random part of the collection. About 3.3% of those tested had a hit in this group.
# Start of the data: the first three entries, to show the layout:
SMILES,M1 ag,CHO-K1 Ca antag,TAAR1 agonist,CHO parental Ca,M1 ag parental,M1 PAM parental,V1aR counter,OXTR potentiator,TAAR1 antagonist
CCOc1cc(C)c(S(=O)(=O)NCCCn2ccnc2)cc1C,1,-11,4,-11,2.1,18,1.2,-5,-17
O=[N+]([O-])c1ccc(Cl)c(S(=O)(=O)Nc2cccc(S(=O)(=O)NC3=NCCC3)c2)c1,-4,-5,1,-11,0.5,8,0.1,5,-5
COc1ccc(Cl)cc1C=CC=Nc1ccccc1O,-8,-18,6,/,0.7,28,/,/,-27

# This part in full, from the first entry:
SMILES,M1 ag,CHO-K1 Ca antag,TAAR1 agonist,CHO parental Ca,M1 ag parental,M1 PAM parental,V1aR counter,OXTR potentiator,TAAR1 antagonist
CCOc1cc(C)c(S(=O)(=O)NCCCn2ccnc2)cc1C,1,-11,4,-11,2.1,18,1.2,-5,-17
O=[N+]([O-])c1ccc(Cl)c(S(=O)(=O)Nc2cccc(S(=O)(=O)NC3=NCCC3)c2)c1,-4,-5,1,-11,0.5,8,0.1,5,-5
COc1ccc(Cl)cc1C=CC=Nc1ccccc1O,-8,-18,6,/,0.7,28,/,/,-27
CCN(CC)C(=O)C(=O)c1cc(C)n(-c2ccc(F)cc2)c1C,-8,-4,1,-8,0.5,10,1.2,-18,-2
CCCCCCn1ccc(=N)cc1,-5,2,23,3,6.5,3,0.1,0,-12
Cc1cc(C(=O)OCC(=O)Nc2ccccc2C#N)c(C)o1,-3,0,3,/,0.2,-1,/,/,-13
CCC[C@@H]1C[C@@]1(CCC)[C@@H](NP(=O)(c1ccccc1)c1ccccc1)c1ccc(C(=O)OC)cc1,/,/,6,-22,/,/,1.4,-16,20
O=C(c1cc([N+](=O)[O-])cc([N+](=O)[O-])c1)N1CCN(C(=O)c2ccco2)CC1,-4,-9,2,-5,1.6,20,1.4,2,-6
COc1cccc(CNS(=O)(=O)c2csc(C(N)=O)c2)c1,1,-17,0,-1,1.1,-4,-0.5,4,-1
CC(Oc1ccc(Cl)cc1Cl)C(=O)NCCCCc1ccccc1 (centres undefined),-7,-11,-1,-22,0.2,21,0.3,1,19
N#Cc1cn(-c2ccccc2)nc1-c1cc2ccccc2oc1=O,-4,-6,5,5,-0.1,21,-0.6,-5,15
Cc1oc2c(C)c3oc(=O)c(CCC(=O)N[C@@H](CC(C)C)C(=O)O)c(C)c3cc2c1C,-1,-1,1,-2,0.0,-7,0.8,1,-5
O=C(/C=N/O)NCCCn1ccnc1,-4,2,10,3,1.9,12,0.0,-6,-14
O=C(CSc1nnc(Cc2ccccc2)o1)c1ccc2c(c1)OCO2,-5,-9,1,-17,0.2,9,-0.3,-9,1
Cc1ccc(C(C(=O)NC2CCCC2)N(C(=O)c2csnn2)c2ccccc2)o1 (centres undefined),-6,-6,3,-6,2.1,-6,-1.3,-6,-2
CCCC[C@@H]1Cc2[nH][nH]c(=O)c2[C@H](c2ccc(C(C)C)cc2)O1,/,-11,0,/,0.7,2,/,/,4
COc1ccc(-c2noc(CCC(=O)N3CCN(c4cccc(C)c4)CC3)n2)cc1,-1,-10,4,-8,1.0,18,/,/,15
Cc1cn2c(-c3cccnc3)nnc2s1,-2,7,12,7,2.4,14,-0.3,-13,0
S=C(Nc1ccc(Br)cc1Cl)N1CCCC1,0,7,-2,-10,3.8,-6,1.6,-6,-5
CCOC(=O)C1CCN(C(=O)c2ccc3c(SCC(=O)O)c4c(nc3c2)CCCC4)CC1,-3,-10,1,-5,-0.8,5,0.2,-11,11
Cc1ccc(N=C2N=C(N)c3ccccc32)cc1C,-5,-6,11,0,0.4,7,-0.7,1,-9
CCC1CCCCN1CCCNC(=O)Cn1ncc2c(C)n(Cc3ccccc3Cl)c(C)c2c1=O (centres undefined),-14,-2,-1,-19,-0.1,3,-1.2,-3,0
Cc1ccc(-c2noc(CN(C(=O)c3ccc4c(c3)OCO4)C(C)C)n2)cc1,-1,-1,-1,-17,-0.6,-24,0.3,-8,-5
COc1ccc(C(=O)c2ccc([N+](=O)[O-])cc2Cl)cc1,-9,-2,13,-13,4.1,16,-1.0,-3,7
COC(=O)c1ccc(NC(=O)COC(=O)C2CC(=O)N(Cc3ccccc3)C2)cc1 (centres undefined),-4,-10,2,3,1.2,22,0.6,-7,23
N#CCCN(Cc1cccnc1)C(=S)Nc1ccccc1Cl,-7,-7,2,/,0.2,17,/,/,-23
CCOc1ccc2cc(C3CC(c4ccco4)=NN3S(C)(=O)=O)c(=O)[nH]c2c1 (centres undefined),-3,-17,3,-10,0.2,12,0.2,5,-22
CCn1c2ccccc2c2cc(NC(=O)CCCN3C(=O)CCC3=O)ccc21,-4,-10,2,-1,0.6,8,-1.2,-15,1
CCOc1ccc(C(=O)OCC(=O)NC2CCCCCCC2)cc1,-6,-22,3,-25,3.3,15,1.2,-2,-11
Cc1cccc(C(=O)OC(C)CN2C(C)CCCC2C)c1 (centres undefined),-9,-1,2,-13,0.6,2,0.4,-4,-8
COC(=O)C(C)n1cnc2c(nnn2-c2cccc(OC)c2)c1=O (centres undefined),-1,-2,2,-3,1.8,4,-1.1,-3,-19
Cn1c(=O)n(Cc2ccc(F)cc2)c(=O)c2c1nc1n2CCCN1Cc1ccccc1,-4,-16,8,-27,0.6,6,0.1,-6,15
COc1cc(C(=O)NCCC2=CCCCC2)ccc1OC1CCN(C(C)=O)CC1,0,10,2,-3,0.5,-22,1.1,-9,-30
Cc1c(C(=O)NCCO)sc2nc3n(c(=O)c12)CCC3,-6,-10,2,4,0.8,30,0.7,7,12
O=C(CCn1c2c(c3ccccc31)CCCC2)NNC(=O)c1ccccc1C(=O)O,-5,-6,/,-7,0.4,-2,-0.4,-3,/
COC(=O)c1ccc2nc(C3CCCCC3)c3c(c2c1)CCC3,-2,-4,4,-4,-0.3,3,2.7,-12,-11
COC(=O)c1ccc(C(=O)N(C)C2CCCN(Cc3ccccc3F)C2)cc1 (centres undefined),-10,-10,2,-16,0.1,7,-0.5,-12,-15
O=c1n(Cc2ccc(Cl)cc2)c2sc3c(c2c2ncnn12)CCCC3,-4,-6,7,-29,0.6,24,-0.9,-14,66*
Cn1cnc(C(=O)NC2CCN(C(=O)OC(C)(C)C)CC2)c1C(=O)NC1CCN(C(=O)OC(C)(C)C)CC1,1,-18,3,7,0.4,24,0.7,-5,0
COc1ccc(NC(=S)N/C(=N/CS(=O)(=O)c2ccccc2)c2ccccc2)cc1,-3,-16,13,-2,1.1,13,0.6,-6,6
NC(=O)C1CCN(Cc2nnnn2Cc2ccco2)CC1,1,-2,2,-11,0.0,-8,0.5,-9,2
COc1ccc(C=C(C#N)c2ccc(OC)cc2)cc1,-2,-2,0,/,-0.3,-17,/,/,0
COC(=O)c1ccc(OC(=O)CCS(=O)(=O)c2ccc(C)cc2)cc1,-2,-8,0,-5,-0.1,-25,-0.2,1,-18
CCOc1ccc2ccccc2c1C1NC(=S)N(C)C(C)=C1C(=O)OC (centres undefined),-3,0,-1,-13,-0.2,10,-0.8,-9,-13
O=C(CCNS(=O)(=O)c1ccc(Cl)cc1)OCC(=O)N1CCN(C(=O)c2ccco2)CC1,-4,4,-1,-11,0.0,12,-0.2,-1,-4
COC(CN(C(=O)CCl)C(C(=O)NC1CCCCC1)c1ccc(C)cc1)OC (centres undefined),-4,-12,10,-11,0.1,13,0.0,-7,-4
COc1ccc2c(CC(=O)Nc3ncc(C)s3)coc2c1,-4,2,0,-10,-0.2,10,0.7,-22,-8
COC(=O)C1SCCN1S(=O)(=O)c1ccc(Cl)cc1 (centres undefined),-4,-12,-2,-1,1.0,24,-0.4,-13,8
CC(=O)Nc1ccc(NC(=O)CN(c2cccc(C(C)=O)c2)S(C)(=O)=O)cc1,-5,7,6,-1,10,16,7.1,-9,4
CN(C)c1ccc(/C=N/NC(=O)c2ccc(NC(=O)c3ccccc3)cc2)cc1,-5,15,5,-6,3.8,-23,1.2,-10,17
CC1CCN(CCCCOc2cccc(C(C)C)c2)CC1,-5,10,4,-26,1.0,-24,1.8,-12,-14
CCOc1ccc2ncc(S(=O)(=O)c3ccccc3)c(N3CCN(c4ccc(OC)cc4)CC3)c2c1,-9,-7,0,-22,0.9,13,-0.8,-5,13
COc1cc(NC(=O)[C@@H]2O[C@H](CO)[C@@H](O)[C@H]2O)cc(OC)c1OC,-1,-5,1,/,0.0,9,/,/,13
O=[N+]([O-])c1nn(-c2ccc3c(c2)OCCO3)n(O)c1=NC1CCN(Cc2ccccc2)CC1,-9,16,0,-13,-0.1,-8,0.9,-8,-8
Cc1cc(NC(=O)Cc2ccccc2[N+](=O)[O-])no1,-3,10,-1,-5,0.6,-6,-1.0,-9,3
COc1ccc(-c2cc(CC3(C(=O)O)CCN(C(=O)OC(C)(C)C)CC3)on2)c(OC)c1,-3,5,7,3,-0.3,-3,-0.3,-11,1
O=C(C[n+]1ccccc1)N1c2ccccc2Sc2ccccc21,-15,-7,1,8,-0.2,-6,0.2,-13,6
COc1ccccc1CNC(=O)CNC(=O)c1cn(-c2ccccc2OC)c(=O)c2ccccc12,-4,-10,1,-12,0.1,4,0.9,-2,-18
CCOC(=O)Nc1ccc2c(c1)N(C(=O)N(CC)CC)c1ccccc1CC2,-10,-14,1,-26,0.1,7,-0.5,-3,-31
Cc1onc(-c2ccccc2)c1C(=O)OCC(=O)NC(C)c1ccc(Cl)cc1 (centres undefined),5,-8,18,-8,2.9,16,6.9,-6,-4

# More records:
SMILES,M1 ag,CHO-K1 Ca antag,TAAR1 agonist,CHO parental Ca,M1 ag parental,M1 PAM parental,V1aR counter,OXTR potentiator,TAAR1 antagonist
O=C(CS(=O)c1cccc(C(F)(F)F)c1)Nc1ccccc1Cl (centres undefined),-4,22,6,-8,0.3,-7,-0.9,2,5
COc1ccc(-c2nc(CN3CCC(C(=O)N4CCOCC4)CC3)c(C)o2)cc1C,-14,-5,-1,1,-0.3,5,-0.7,-17,-16
Cc1ccsc1C(=O)OCC(=O)Nc1cccc(S(=O)(=O)N2CCOCC2)c1,-1,-4,1,-20,1.0,19,1.4,-7,-3
COc1ccc(CN2C(=O)CN=C2Nc2cc(C)ccc2C)cc1,-2,-12,7,-11,0.4,26,-0.9,2,0
Cc1ccc(-c2nc(C#N)c(NCCCn3ccnc3)o2)cc1,-6,1,0,-3,-0.5,-3,0.5,-6,-11
O=C(CN1CCN(C(=O)c2ccccc2)CC1)Nc1ccc(Br)cn1,-2,-13,-1,7,0.6,14,1.2,-7,-8

# Assay outcomes as filed in PubChem.
